Screening results: PubChem BioAssay, MTDP
RNase H inhibition: RNase H inhibition, HIV 1 Gag Pol polyprotein, FRET biochemical assay, screening (AID 372) | one-dose inhibition, % at 10 µM; IC50 in µM for titrated hits | 100,000 tested, 0.77% active | HIV-1 RT RNase H, FRET RNA/DNA substrate fluorescence; higher % means a stronger effect; in the data active means inhibition above about 50%
* = called active by the depositor. This is a subset; rates above refer to the full screens.

SMILES,RNase H inhibition
O=C(COc1ccc(Cl)cc1)Nc1cccc(-c2nc3ccccc3s2)c1,3%
COc1ccc(NC(=O)/C(C#N)=C/c2ccc(-c3ccc(F)cc3)o2)cc1,14%
CC1=NNC(=O)C1C(c1ccc(Br)cc1)C(C#N)C#N (stereo not drawn),0%
Cc1ccc(-c2nc3ccccc3s2)cc1NC(=O)c1ccccc1,3%
CCCC(=O)Nc1ccc(NC(=O)c2ccc(Cl)cc2Cl)cc1,2%
COc1cccc(C2C(C(=O)OCCOc3ccccc3)=C(C)NC3=C2C(=O)CC(C)(C)C3)c1 (stereo not drawn),11%
O=C(COc1ccccc1)N1CCOCC1,7%
COc1ccc(CCNC(=O)c2cc3nc(-c4cccs4)cc(C(F)(F)F)n3n2)cc1OC,11%
O=C1NN(c2ccc(I)cc2)C(=O)/C1=C\c1ccc(-c2ccccc2C(=O)O)o1,7%
COc1ccc(N2C(=O)NC(=O)/C(=C/c3ccccc3O)C2=O)cc1,13%
O=C(CNC(=O)c1ccccc1F)N/N=C/C=C/c1ccccc1,11%
O=C1S/C(=C/c2ccc(-c3ccc(Cl)cc3Cl)o2)C(=O)N1c1ccccc1,7%
O=C(NCc1ccccn1)c1cc(-c2ccccc2Cl)nc2ccccc12,0%
Cc1cc(Cl)ccc1OCC(=O)Nc1cccc2nsnc12,24%
Cc1ccc(S(=O)(=O)N(CC(=O)N2CCN(c3ccccc3)CC2)c2ccccc2C)cc1,13%
CCOc1ccccc1NC(=O)COc1ccc(-c2ccc(C)cc2)cc1,8%
Cc1cc(C)c(N2C(=O)c3ccc(C(=O)Nc4cc(C)on4)cc3C2=O)c(C)c1,26%
Cc1c(Cl)cccc1NC(=O)CCN1CCCCCC1,7%
C1=C(c2c[nH]c3ccccc23)CC(c2ccccc2)=NN=C1c1ccccc1,24%
COc1cc(C(=O)Nc2ccccc2Br)c([N+](=O)[O-])cc1OC,4%

Next section:
SMILES,RNase H inhibition
CN1CCN(c2ccc([N+](=O)[O-])c(NCc3ccc(Cl)cc3)c2)CC1,2%
O=C1c2ccccc2C(=O)N1CN(C(=O)c1ccccc1)c1ccc(O)cc1,9%
COc1cc(-c2nc(-c3ccccc3)c(-c3ccc(Sc4ccccc4)cc3)[nH]2)cc(OC)c1O,36%
O=c1oc(-c2ccc(F)cc2)nc2ccc(I)cc12,8%
COc1cc(/C=C2/SC(=Nc3ccccc3)NC2=O)ccc1OCc1ccccc1,17%
CC1=C(C(=O)OCc2ccccc2)C(c2ccccc2F)C(C#N)=C(N)O1 (stereo not drawn),13%
O=C(Nc1cccc(Br)c1)c1ccc(Cl)c([N+](=O)[O-])c1,2%
COc1cccc(CN2CCN(Cc3cccc([N+](=O)[O-])c3)CC2)c1,4%
CC(C(=O)Nc1ccc(NC(=O)c2ccco2)cc1)(c1ccccc1)c1ccccc1,1%
COc1ccccc1CC(=O)Nc1cc(C)ccn1,53%*
CCC(=O)Nc1sc2c(c1C(=O)Nc1cccc3ccccc13)CCC(C)C2 (stereo not drawn),18%
CC(Sc1ccccc1)C(=O)Nc1ccc(Oc2ccccc2)cc1 (stereo not drawn),21%
CC1=C(C(=O)OC2CCCCCC2)C(c2ccccc2I)NC(=O)N1C (stereo not drawn),52%*
COc1ccc(C2CC(=O)C(C=Nc3ccc(Cl)c(Cl)c3)=C(O)C2)cc1 (stereo not drawn),2%
Cc1cccc(N2C(=O)c3ccc(C(=O)O)cc3C2=O)c1,9%
CCNc1ccccc1-c1nc2ccccc2[nH]c1=O,1%
Nc1c(/C=C2\C=C(Br)C=CC2=O)c(=O)nc2sc(-c3ccccc3)nn12,33%
Cc1nc(SCC(=O)OCN2C(=O)c3ccccc3C2=O)n[nH]1,7%
COc1cc(/C=C/c2cc(C(F)(F)F)[nH]c(=O)n2)cc(OC)c1O,5%
O=C(Nc1nc2ccccc2s1)c1sc2ccccc2c1Cl,16%

(list continues)
SMILES,RNase H inhibition
O=C1OC(Nc2ncccn2)(c2ccccc2)c2ccccc21 (stereo not drawn),9%
O=C1c2c(Br)ccc(Br)c2C(=O)N1c1cccc(-c2nc3ccccc3o2)c1,0%
C=CCN1C(=O)C(C)(C)Nc2ccccc21,5%
Cc1ccc(C(=O)Nc2cccc(NC(=O)c3ccc(Cl)cc3Cl)c2)cc1[N+](=O)[O-],12%
CCOc1ccccc1C=C1C(=O)N(C)C(=O)N(C)C1=O,11%
COC(=O)c1ccccc1NC(=O)Nc1ccc(Cl)cc1Cl,9%
CC(NC(=O)CSc1nc2ccccc2[nH]1)c1ccccc1 (stereo not drawn),8%
CC(=O)NC1=NC(=O)/C(=C/c2cc(C)n(-c3ccc(NC(C)=O)cc3)c2C)S1,20%
COc1ccc(-c2ncnn2-c2ccc([N+](=O)[O-])cc2)cc1,5%
O=C(Nc1cccc(F)c1)c1ccc(Cl)cc1Cl,2%
CC(C)CC(C1=C(O)CCCC1=O)C1=C(O)CCCC1=O,5%
COc1ccc(OCCOc2cccc(/C=C3\SC(=S)N(c4ccccc4)C3=O)c2)cc1,3%
CCN1C(=O)/C(=C\c2cccc(OC(=O)c3ccco3)c2)SC1=S,3%
O=C1NN(c2ccccc2)C(=O)/C1=C/c1ccc([N+](=O)[O-])o1,47%
Cc1c(C)c(C)c(C(=O)Nc2ccc(-c3ccc(NC(=O)c4c(C)c(C)c(C)c(C)c4C)c(Cl)c3)cc2Cl)c(C)c1C,7%
COc1ccc(-c2nnnn2C)cc1S(=O)(=O)Nc1ccc(I)cc1,2%
COC(=O)CN1C=C(C(=O)OC)C(c2ccc(Cl)cc2Cl)C(C(=O)OC)=C1,0%
O=[N+]([O-])c1cc(Br)ccc1C1CC1,26%
Cc1ccc(C=Nc2ccc3c(c2)Cc2cc([N+](=O)[O-])ccc2-3)cc1,40%
Cc1ccc(Cn2c(/N=C/c3ccccc3O)nc3ccccc32)cc1,25%

(more compounds)
SMILES,RNase H inhibition
CCCCOc1ccc(C(C)=O)cc1CSc1nc(O)cc(=O)[nH]1,20%
Cc1ccc(S(=O)(=O)N(CC(=O)N2CCCC2)c2ccc(Cl)cc2C)cc1,7%
CC12CC3CC(C)(C1)CC(CNC(=O)Nc1ccccc1)(C3)C2,15%
Cc1ccc(-c2n[nH]c(=S)n2N=Cc2ccccc2C(F)(F)F)cc1,3%
CC12CN(Cc3ccccc3)CC(C)(CN(Cc3ccccc3)C1)C2=O,6%
O=C(N/N=C/c1ccc(Br)cc1)c1cc[n+](Cc2ccccc2)cc1,2%
Nc1nc(/N=C/c2ccc(F)cc2)n[nH]1,47%
C/C(=C(\C#N)C(=O)NCc1ccccc1)N(C)C,6%
C/C(=N/O)c1cc(C(C)(C)C)cc2c1CCC2(C)C,5%
Cc1cccc(C)c1-n1c(C)n[nH]c1=O,10%
CC(=O)c1cccc(NC(=O)C2COc3ccccc3O2)c1 (stereo not drawn),1%
O=C(CC(Nc1ccc(Br)cc1)c1ccccc1)c1ccccc1 (stereo not drawn),7%
COc1ccccc1N1CCN(/N=C/c2ccc(Br)s2)CC1,11%
CCN(CC)c1ccc(C(=O)N2CCN(c3ccccc3OC)CC2)cc1,0%
Cc1ccc(-c2nc3ccc(C)cn3c2NC(=O)c2ccccc2)cc1,12%
O=C(Nc1nc2ccc([N+](=O)[O-])cc2s1)C(Cl)Cl,12%
Cc1c(C(=O)NN2CCN(C)CC2)cccc1[N+](=O)[O-],3%
CC(C)(C)C1=CC(=Nc2ccc(Cl)cc2)C=C(C(C)(C)C)C1=O,7%
Cc1ccc(C)c(N=C(NOCc2ccc(Cl)cc2)c2nonc2N)c1,18%
COc1ccccc1NCCC(=O)c1ccccc1,2%

Later entries:
SMILES,RNase H inhibition
CC(=O)N(C)c1ccc(NC(=O)c2ccc(Cl)c(Cl)c2)cc1,13%
COc1ccc(/C(C)=N\NC(=O)COc2cccc(Cl)c2)cc1OC,19%
N#CC(c1ccc(O)cc1)N1CCCCC1 (stereo not drawn),5%
CC(=O)CC(=O)Nc1ccnn1-c1ccccc1,1%
O=C(O)c1cc(S(=O)(=O)N2CCCCCC2)ccc1Br,8%
CC12CS(=O)(=O)CC1SC(=S)N2c1ccccc1 (stereo not drawn),5%
Cc1ccccc1N(CC(=O)N1CCOCC1)S(C)(=O)=O,4%
CCC(C)c1ccccc1OCc1nnc(NC(=O)Nc2ccc(Cl)cc2)s1 (stereo not drawn),30%
CCC(Oc1ccc2ccccc2c1Br)C(=O)NN (stereo not drawn),3%
O=C(c1ccccc1Cl)N1CCN(c2cccc(Cl)c2)CC1,0%
O=S(=O)(NCc1ccc(Cl)cc1)c1cccs1,3%
CCOc1cccc(NC(=O)/C(C#N)=C/c2ccc(-c3ccc(Cl)c(Cl)c3)o2)c1,1%
O=C(Nc1ccc(F)cc1F)N1CCN(Cc2ccc3c(c2)OCO3)CC1,2%
COc1ccc(-c2cc(C(F)(F)F)n3nc(C(=O)N4CCN(C)CC4)cc3n2)cc1,8%
NNC(=O)CNC(c1ccccc1)c1cc(Br)ccc1N (stereo not drawn),4%
Cc1ccc(-c2nc(N/N=C/c3ccc([N+](=O)[O-])cc3)c3ccccc3n2)cc1,8%
O=C1NC(=S)N(c2cccc(Br)c2)C(=O)/C1=C\c1cc(Cl)ccc1O,12%
COc1cc(NC(=O)CCCOc2ccc(Cl)cc2Cl)c2ncccc2c1,17%
O=C(Nc1ccc(F)cc1)Nc1nnc(-c2cccc(Br)c2)s1,29%
CCN(CC)c1ccc(NC(=O)COc2cc(C)c(Cl)c(C)c2)cc1,16%

3 entries from above, ordered by SMILES length, lowest first.
SMILES,RNase H inhibition
CC(=O)CC(=O)Nc1ccnn1-c1ccccc1,1%
COc1ccc(/C(C)=N\NC(=O)COc2cccc(Cl)c2)cc1OC,19%
O=C1NC(=S)N(c2cccc(Br)c2)C(=O)/C1=C\c1cc(Cl)ccc1O,12%

Not a retest: entries from further up.
SMILES,RNase H inhibition
CC(=O)N(C)c1ccc(NC(=O)c2ccc(Cl)c(Cl)c2)cc1,13%
COc1ccc(/C(C)=N\NC(=O)COc2cccc(Cl)c2)cc1OC,19%
N#CC(c1ccc(O)cc1)N1CCCCC1 (stereo not drawn),5%
CC(=O)CC(=O)Nc1ccnn1-c1ccccc1,1%
O=C(O)c1cc(S(=O)(=O)N2CCCCCC2)ccc1Br,8%
CC12CS(=O)(=O)CC1SC(=S)N2c1ccccc1 (stereo not drawn),5%

New compounds follow:
SMILES,RNase H inhibition
Cc1ccc(OCCOc2ccccc2/C=N/n2cnnc2)cc1C,17%
O=C1NC(=S)N(c2ccc(F)cc2)C(=O)/C1=C/c1ccc(-c2cccc(C(=O)O)c2)o1,8%
CCOc1cc(/C=c2\sc3nc4ccccc4n3c2=O)ccc1OC(C)c1ccccc1 (stereo not drawn),9%
Cc1c(NC(=O)c2ccc(OCC(C)C)cc2)cccc1-c1nc2ccccc2o1,15%
O=C(CSC1CC(=O)N(c2ccccc2F)C1=O)Nc1ccc2ccccc2c1 (stereo not drawn),30%
Cc1ccc(C(=O)Nc2ccc3oc(-c4cc(Br)ccc4Cl)nc3c2)c2ccccc12,21%
N#CC1=C(N)OC2=C(C(=O)CC(c3ccccc3)C2)C1c1cccc(C(F)(F)F)c1 (stereo not drawn),0%
CC(Oc1ccccc1)C(=O)N1CCCC1 (stereo not drawn),3%
O=C(c1ccc(N2C(=O)C3C4C=CC(C4)C3C2=O)cc1)N1CCCCCC1 (stereo not drawn),20%
Cc1cc(C)cc(NC(=O)C(=O)NCc2cccnc2)c1,0%
Cc1ccc(/C=C/C(=O)Nc2cccc3cccnc23)o1,12%
O=C(c1ccc(F)cc1)c1ccc(-c2[nH]c(-c3ccc4ccccc4c3)nc2-c2ccccc2)cc1,42%
O=C(NCCCO)C(=O)Nc1ccc(Cl)c(C(F)(F)F)c1,0%
O=S(=O)(NCc1cccnc1)c1ccc(Br)cc1Br,7%
COC(=O)C(C)Oc1ccc2c3c(c(=O)oc2c1)CCC3 (stereo not drawn),13%
O=C(O)c1ccc(Nc2ccc([N+](=O)[O-])cc2[N+](=O)[O-])cc1,0%
NNC(=O)C(NC(=O)c1ccc([N+](=O)[O-])cc1)C12CC3CC(CC(C3)C1)C2 (stereo not drawn),17%
COc1ccc(OC)c(C2/C(=C(/O)c3ccccc3)C(=O)C(=O)N2c2cccc([N+](=O)[O-])c2)c1 (stereo not drawn),4%
Cc1cccc(OCCCCN2CCCCC2)c1,1%
CCc1ccc(S(=O)(=O)Oc2c(Cl)cc(Cl)c3cccnc23)cc1,45%

(more compounds)
SMILES,RNase H inhibition
CCc1cc2c(=O)c(-c3nc4ccccc4s3)c(C)oc2cc1OS(C)(=O)=O,5%
CC1(C)CC(=O)C2=C(C1)OC(N)=C(C#N)C2c1ccccc1C(F)(F)F (stereo not drawn),7%
CCOC(=O)c1ccc(-c2ccc(/C=C3/C(=O)NN(c4cccc(Cl)c4)C3=O)o2)cc1,18%
Cc1ccccc1OCCNC(=O)CCc1ccccc1,1%
CCCOC(=O)c1c(-c2ccccc2)csc1N,0%
Cc1ccc(C2CC(C(F)(F)F)n3ncc(C(N)=O)c3N2)cc1 (stereo not drawn),4%
CC(Oc1ccccc1)C(=O)Nc1ccc(Cl)c(C(F)(F)F)c1 (stereo not drawn),15%
O=C(N/N=C\C=C\c1ccc2c(c1)OCO2)C1COc2cc3ccccc3cc2O1 (stereo not drawn),7%
Cc1cc(C)n(-c2nc(Nc3ccc(Br)cc3)nc(-n3nc(C)cc3C)n2)n1,10%
CCC(=O)Nc1ccc(NC(=O)c2ccc(OCC(C)C)cc2)cc1,0%
